GSIS activator: GLuc luminescence reporter in INS-1E cells, primary screen for activators of glucose-dependent secretion of insulin; INS-1E GLuc reporter insulin secretion, 2-3 h; activation, % at 16.6 µM; 0.61% of 370,000 active;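 active = lowest replicate activation of at least 40%, so every replicate reaches that level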;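 also: 0% = median of neutral control wells and 100% = median of IBMX positive control wells; some compounds called inactive have numbers as strong as hits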
PAX8 inh HTS: inhibitors of PAX8 transcriptional activity in RMG-I cells. RMG-I TPO-luciferase reporter, SteadyGlo, 24 h. 1.2% of 360,000 active. inhibition, % at 12.6 µM;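 active = mean replicate inhibition at least 60% with every replicate also reaching 60%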;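 also: luciferase light reporting Pax8 driven TPO promoter activity; plate controls were median of neutral control wells for no effect and mitoxantrone controls for full effect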
LGR2 antag: blocks bursicon-induced cAMP signaling via Drosophila LGR2; HEK293 LGR2, CRE-luciferase, bursicon-stimulated, 4 h; inhibition, % at 9.99 µM; 0.35% of 380,000 active;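 active = drop in luminescence signal, shown as inhibition above about 50% in the replicate tests, limit read from the data, passing the limit was not always enough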;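 also: agonist challenge used bursicon conditioned medium at about half maximal strength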
Active calls of the source: *; & = joins results of further samples. The list is partial (hit frequency here may not be typical).

`COc1cc2c(c(OC)c1OC)CC(c1ccccc1)=C(c1ccccc1)CC2NC(=O)C(F)(F)F` (configuration not stated) gave GSIS activator 0.8, PAX8 inh HTS 15.1 and LGR2 antag -8.1.
Screening CCOC(=O)C1=CCN(S(=O)(=O)c2ccc(F)cc2)C1c1ccc(Cl)cc1 (configuration not stated) returned GSIS activator -3.8, PAX8 inh HTS 12.8 and LGR2 antag 11.7.
For COC(=O)C1=C(C)N(C)C(=NCc2ccc(OC)cc2)NC1c1ccccc1C(F)(F)F (configuration not stated) the results were GSIS activator -4.0, PAX8 inh HTS -5.0 and LGR2 antag -3.7.
For CC(=O)N(C)C[C@@H]1OCc2ccccc2-c2c(n(C)c3ccccc23)C(=O)N([C@@H](C)CO)C[C@@H]1C the results were GSIS activator -7.9&19.4, PAX8 inh HTS -23.3 and LGR2 antag 9.8.
`c1ccc(-c2nc3ccccc3n2C(c2ccccc2)c2nc3ccccc3[nH]2)cc1` (configuration not stated) gave GSIS activator 19.8, PAX8 inh HTS -191.1 and LGR2 antag -29.1.
O=c1[nH][nH]c2c1[C@H](c1ccc(F)cc1)O[C@H](CCc1ccccc1)C2 was read as GSIS activator 7.4, PAX8 inh HTS -11.6 and LGR2 antag -2.0.
Screening CC(C)(C)c1nnc(NC(=O)Nc2ccc(Cl)cc2)s1 returned GSIS activator -15.2, PAX8 inh HTS -107.3 and LGR2 antag -24.4.
For COc1ccc(Nc2c3c(nc4ccccc24)CCCC3)cc1OC the results were GSIS activator 15.4, PAX8 inh HTS 0.6 and LGR2 antag 20.6.
O=S1(=O)C=C(Sc2ccc(Cl)cc2)c2ccccc2C1Cc1ccc(F)cc1 (configuration not stated) was read as GSIS activator 5.4, PAX8 inh HTS 22.3 and LGR2 antag 21.5.
For COc1ccccc1NC(=O)CCC(=O)OCc1ccc([N+](=O)[O-])cc1 the results were GSIS activator 1.2, PAX8 inh HTS -0.3 and LGR2 antag 3.3.
For O=C(NCc1ccccc1)C1c2ccccc2OCC(=O)N1Cc1cccnc1 (configuration not stated) the results were GSIS activator -5.6, PAX8 inh HTS 10.1 and LGR2 antag 8.4.
Nc1sc(Cc2ccccc2)cc1C(=O)NC1CCCCC1 was read as GSIS activator 4.0, PAX8 inh HTS -4.4 and LGR2 antag 5.7.

Random excerpt: 7 records from the list
Nc1sc(Cc2ccccc2)cc1C(=O)NC1CCCCC1 was read as GSIS activator 4.0, PAX8 inh HTS -4.4 and LGR2 antag 5.7.
For COC(=O)C1=C(C)N(C)C(=NCc2ccc(OC)cc2)NC1c1ccccc1C(F)(F)F (configuration not stated) the results were GSIS activator -4.0, PAX8 inh HTS -5.0 and LGR2 antag -3.7.
Screening CC(C)(C)c1nnc(NC(=O)Nc2ccc(Cl)cc2)s1 returned GSIS activator -15.2, PAX8 inh HTS -107.3 and LGR2 antag -24.4.
Screening CCOC(=O)C1=CCN(S(=O)(=O)c2ccc(F)cc2)C1c1ccc(Cl)cc1 (configuration not stated) returned GSIS activator -3.8, PAX8 inh HTS 12.8 and LGR2 antag 11.7.
For O=C(NCc1ccccc1)C1c2ccccc2OCC(=O)N1Cc1cccnc1 (configuration not stated) the results were GSIS activator -5.6, PAX8 inh HTS 10.1 and LGR2 antag 8.4.
For CC(=O)N(C)C[C@@H]1OCc2ccccc2-c2c(n(C)c3ccccc23)C(=O)N([C@@H](C)CO)C[C@@H]1C the results were GSIS activator -7.9&19.4, PAX8 inh HTS -23.3 and LGR2 antag 9.8.
O=S1(=O)C=C(Sc2ccc(Cl)cc2)c2ccccc2C1Cc1ccc(F)cc1 (configuration not stated) was read as GSIS activator 5.4, PAX8 inh HTS 22.3 and LGR2 antag 21.5.

Further records:
CCOC(=O)[C@]12CCC=C1N(Cc1ccco1)C(=O)[C@H](CC(=O)NCc1cccc3ccccc13)C2 was read as GSIS activator 17.1, PAX8 inh HTS -13.1 and LGR2 antag 6.6.
For COc1ccc(OC)c(-c2nn(-c3ccccc3)cc2C(=O)NCC(c2cccs2)N2CCOCC2)c1 (configuration not stated) the results were GSIS activator -62.4, PAX8 inh HTS 11.8 and LGR2 antag -4.4.
O=c1cccc(-c2ccc3ccccc3c2)o1 was read as GSIS activator -0.7, PAX8 inh HTS -158.2 and LGR2 antag -65.7.
Screening CCCCn1nnnc1C1(C)CCC(=O)N1Cc1cc(OC)ccc1OC (configuration not stated) returned GSIS activator 14.3, PAX8 inh HTS 11.1 and LGR2 antag 1.9.
`Cc1ccc(N2CCN(C(CCc3ccccc3)C(=O)Nc3c(C)cccc3C)CC2)cc1` (configuration not stated) gave GSIS activator -32.3, PAX8 inh HTS 0.5 and LGR2 antag 10.4.
Screening CN(CCO)c1ccc2c(c1)OC[C@@H](Cc1ccccc1)NS2(=O)=O returned GSIS activator -4.4, PAX8 inh HTS -2.9 and LGR2 antag -23.0.
Cc1ccc(-c2nnc(-n3ncc(C#N)c3N)c3ccccc23)cc1C was read as GSIS activator 4.3, PAX8 inh HTS 23.2 and LGR2 antag -1.4.
`Cc1cc2c(cc1C)-n1nnnc1C(N1CCN(c3ccccn3)CC1)C(c1ccc3c(c1)OCO3)=N2` (configuration not stated) gave GSIS activator -2.0, PAX8 inh HTS -18.0 and LGR2 antag -21.9.
Screening Cc1ccc(-c2nnc(SCC(=O)N/N=C/c3ccccc3C(=O)O)n2-c2ccccc2)cc1 returned GSIS activator 7.4, PAX8 inh HTS -5.5 and LGR2 antag -7.5.
`CC(NC(=O)C(NC(=O)OCc1ccccc1)C(C)O)C(=O)OCc1ccccc1` (configuration not stated) gave GSIS activator -41.9, PAX8 inh HTS 3.4 and LGR2 antag -1.9.
C=CCN1[C@@H](CC(C)C)COc2cccc(NCCCN3CCOCC3)c2S1(=O)=O was read as GSIS activator -6.3, PAX8 inh HTS 9.7 and LGR2 antag 5.8.
For O=C1C(=Cc2ccc(F)cc2)CCc2ccccc21 the results were GSIS activator 20.4, PAX8 inh HTS -120.3 and LGR2 antag -12.8.
`COC(=O)C(Cc1ccc(O)cc1)NS(=O)(=O)Cc1ccccc1` (configuration not stated) gave GSIS activator -3.6, PAX8 inh HTS 3.1 and LGR2 antag 7.2.
For Cc1cc2nc[nH]c(=O)n2n1 the results were GSIS activator -7.3, PAX8 inh HTS 0.7 and LGR2 antag 23.6.
Screening COc1cc(O)sc1C=Nc1ccc(Cl)cc1Cl returned GSIS activator -6.3, PAX8 inh HTS -24.0 and LGR2 antag -4.1.
CCOc1ccccc1-c1ccc(C(=O)NCc2ccc(Cl)cc2)o1 was read as GSIS activator 4.9, PAX8 inh HTS -5.3 and LGR2 antag -5.0.
`O=C(C[C@H]1CC[C@@H](NS(=O)(=O)c2ccccc2)[C@H](CO)O1)N1CCN(c2ccccc2)CC1` gave GSIS activator -4.1, PAX8 inh HTS -2.2 and LGR2 antag 5.9.
Nc1c(Br)cc(Br)c2c1[nH]c(=O)c1ccccc12 was read as GSIS activator 17.2, PAX8 inh HTS 22.5 and LGR2 antag -7.3.
Screening CCCCCc1c(-c2ccc(F)cc2F)ncn1CCc1ccccc1OC returned GSIS activator 104.2*, PAX8 inh HTS -42.4 and LGR2 antag 6.0.
`COC(=O)C1=C(C)N(C)C(=NCC2CC2)NC1c1cccc(F)c1` (configuration not stated) gave GSIS activator 29.6, PAX8 inh HTS -9.8 and LGR2 antag -1.4.
Screening O=C(COC(=O)C1CCC(=O)N1)Nc1ccc(Br)cc1 (configuration not stated) returned GSIS activator 23.9, PAX8 inh HTS -8.4 and LGR2 antag 8.8.
Screening CSc1ccc(S(=O)(=O)NCC(=O)OCC(=O)N(C)C2CCCCC2)cc1[N+](=O)[O-] returned GSIS activator 8.3, PAX8 inh HTS 5.5 and LGR2 antag 6.1.
`COc1ccc(N2C(=O)c3ccccc3NC(=O)C2C(=O)Nc2ccc3c(c2)OCCO3)cc1` (configuration not stated) gave GSIS activator -0.6, PAX8 inh HTS -37.6 and LGR2 antag -22.4.
`Cc1cc(C)n(CCNC(=O)[C@@H](Cc2ccccc2)NC(=O)[C@H]2O[C@@H](n3ccc(=O)[nH]c3=O)[C@H](O)[C@@H]2O)n1` gave GSIS activator 27.3, PAX8 inh HTS -8.7 and LGR2 antag 4.7.
For CCOC(=O)C1CCCN(C(=O)COC(=O)c2ccc(C#N)cc2)C1 (configuration not stated) the results were GSIS activator 8.2, PAX8 inh HTS 15.9 and LGR2 antag -1.4.
Screening CC1Cn2c(Cc3ccccc3)nnc2S1 (configuration not stated) returned GSIS activator 5.0, PAX8 inh HTS 4.6 and LGR2 antag 7.0.
For COc1ccc(-c2oc3c(c2C(=O)OCCO)C(OCCO)CCC3)cc1 (configuration not stated) the results were GSIS activator -6.6, PAX8 inh HTS 20.1 and LGR2 antag -11.5.
For CCCCCCC12Cc3cc(OC)c(OC)cc3C(O1)C1=C(O2)C(C)(C)CCC1=O (configuration not stated) the results were GSIS activator -20.6, PAX8 inh HTS -27.7 and LGR2 antag -4.2.
`COC(=O)C[C@H]1C=C[C@@H](NC(=O)c2ccncc2)[C@@H](CO)O1` gave GSIS activator 22.9, PAX8 inh HTS 0.8 and LGR2 antag -6.4.
`O=S1(=O)N[C@H](Cc2ccccc2)COc2cccc(N3CCN(Cc4ccccc4F)CC3)c21` gave GSIS activator -15.3, PAX8 inh HTS 18.7 and LGR2 antag 10.3.
Cc1cccc(OCCNC(=O)c2cncc(Br)c2)c1 was read as GSIS activator 7.9, PAX8 inh HTS 17.4 and LGR2 antag 19.0.
COc1ccc2c3c(n(C)c2c1)[C@H](CO)N(Cc1ccncc1)CC31CCN(C(=O)C2CCCCC2)CC1 was read as GSIS activator 13.2, PAX8 inh HTS 4.5 and LGR2 antag 1.7.
O=C1NCC(=O)N2C(c3ccccc3)c3[nH]c4ccccc4c3C[C@@H]12 (some centres not stated) was read as GSIS activator 21.2, PAX8 inh HTS -3.4 and LGR2 antag 0.9.
`CC(C)NC(=O)C1(C)CN(S(C)(=O)=O)CC(=O)N1CCOc1ccccc1` (configuration not stated) gave GSIS activator 0.2, PAX8 inh HTS -4.7 and LGR2 antag -3.3.
`CC(=O)NC(Cc1ccccc1C)C(=O)NC1CCN(c2c3c(nc4ncnn24)CCC3)CC1` (configuration not stated) gave GSIS activator 7.1, PAX8 inh HTS -6.7 and LGR2 antag 0.3.
COC(=O)c1ccc(CSc2ccc3nnc(-c4ccc(F)cc4)n3n2)o1 was read as GSIS activator -8.9, PAX8 inh HTS 5.7 and LGR2 antag 18.0.
For COc1ccc2c3c(n(C)c2c1)[C@H](CO)N(S(C)(=O)=O)CC31CCN(C(=O)C2CCC2)CC1 the results were GSIS activator 14.8, PAX8 inh HTS 9.5 and LGR2 antag 2.4.
`COC(=O)[C@@]12C[C@@H](CC(=O)NCC34CC5CC(CC(C5)C3)C4)C(=O)N(Cc3ccco3)C1=CCC(C)(C)C2` gave GSIS activator -28.3, PAX8 inh HTS 0.1 and LGR2 antag 18.8.
Screening CC(C)C[C@H]1CN([C@@H](CC(C)C)CN2CCC[C@H]2CN2C(=O)C(=O)NC[C@@H]2Cc2ccc(O)cc2)C(=O)C(=O)N1CC1CCCCC1 returned GSIS activator -3.8, PAX8 inh HTS -14.5 and LGR2 antag 8.5.
Nc1[nH]c(C(=O)c2ccc(Br)cc2)c(-c2ccc3c(c2)OCO3)c1C(=O)NCCc1c[nH]c2ccccc12 was read as GSIS activator -45.1, PAX8 inh HTS 20.5 and LGR2 antag 1.2.
COc1ccccc1Cc1c(-c2ccc(C)cc2)nc2cc(C)c(Br)c(C)n12 was read as GSIS activator 3.3, PAX8 inh HTS 7.9 and LGR2 antag -11.0.
Screening COC(=O)[C@@]1(Cc2ccc(F)cc2)[C@H]2c3cc(C(=O)N4CCCC4)n(Cc4ccccc4)c3C[C@H]2CN1C(=O)c1ccccc1 returned GSIS activator -33.2, PAX8 inh HTS 26.6 and LGR2 antag 4.9.
Screening N#CC(c1ccccc1)c1ccc([N+](=O)[O-])cc1 (configuration not stated) returned GSIS activator 13.1, PAX8 inh HTS 11.5 and LGR2 antag -1.8.
Screening CN(CC(=O)Nc1ccc(F)c(F)c1F)C(=O)c1ccc2c(c1)OCCO2 returned GSIS activator -5.4, PAX8 inh HTS -4.2 and LGR2 antag -6.3.
For N#CC(=Cc1ccc(-c2ccccc2)cc1)C(=O)c1ccccc1 the results were GSIS activator -0.6, PAX8 inh HTS -28.6 and LGR2 antag 1.2.
For CCn1c(O)c(C=Nc2ccccc2)sc1=S the results were GSIS activator -3.4, PAX8 inh HTS -196.9 and LGR2 antag -71.1.
CCOC(=O)C(C(C)C)C(N)Cc1ccc(F)cc1 (configuration not stated) was read as GSIS activator 4.7, PAX8 inh HTS 2.0 and LGR2 antag -10.7.
Cc1ccc(NC2(c3nnnn3-c3c(C)cccc3C)CCCCC2)cc1 was read as GSIS activator -25.4, PAX8 inh HTS 16.6 and LGR2 antag 26.6.
`C=C1C(=O)c2sccc2C(c2ccc(OC)c(OC)c2)C1COC(C)=O` (configuration not stated) gave GSIS activator 115.4*, PAX8 inh HTS 115.2* and LGR2 antag 106.2*.
Screening CC(C)NC(=O)C1(C)CSCC(=O)N1Cc1ccco1 (configuration not stated) returned GSIS activator 6.7, PAX8 inh HTS -28.8 and LGR2 antag -10.1.
COC(=O)C1=C(C)N(C)C(=NCc2ccc(C(F)(F)F)cc2)NC1c1ccc(F)cc1 (configuration not stated) was read as GSIS activator -38.3, PAX8 inh HTS 6.3 and LGR2 antag 3.6.
For CC[C@H](CO)Oc1cc(NCc2cccc(N)c2)c2ncn(C(C)C)c2c1 the results were GSIS activator 6.6, PAX8 inh HTS 18.5 and LGR2 antag 8.3.
